Screens from PubChem.
TGFb inhibitor: inhibitors of TGF-b signaling. actives 1.2% (n = 410,000). HepG2 CAGA-GFP TGF-b/SMAD3 reporter, GFP fluorescence, 18 h; TGF-beta stimulated, 500 pg/mL final. Potency, µM (titrated, usually from 46.1 µM), for inactives: at the highest dose activity, negative = inhibition, most hits filed as inhibitors; further: potency means the concentration at half of the fitted maximal effect; on the % scale 0 is the no-effect control and ±100 the full control effect; nearly all actives have a fitted effect of over 65% in size
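Smad-responsive CAGA-GFP expression was quantified in HEPG2 cells exposed to compounds and 500 pg/mL final TGF-beta for 18 h at 37 degrees C; unstimulated wells defined full inhibition.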
EPAC2 antag: EPAC2 (human) antagonism. Q8WZA2. EPAC2 GEF exchange of Rap1B-BODIPY-GDP, fluorescence. Potency, µM (titrated, usually from 114 µM), for inactives: top-dose activity, negative = inhibition, actives largely listed as inhibitors. actives 0.18% (n = 360,000). AID 720708; further: potency means the concentration at half of the fitted maximal effect; on the % scale 0 is the no-effect control and ±100 the full control effect; nearly all actives have a fitted effect of over 45% in size; many of its hits are not listed in these tables
Target sequence (Q8WZA2 whole entry, looked up): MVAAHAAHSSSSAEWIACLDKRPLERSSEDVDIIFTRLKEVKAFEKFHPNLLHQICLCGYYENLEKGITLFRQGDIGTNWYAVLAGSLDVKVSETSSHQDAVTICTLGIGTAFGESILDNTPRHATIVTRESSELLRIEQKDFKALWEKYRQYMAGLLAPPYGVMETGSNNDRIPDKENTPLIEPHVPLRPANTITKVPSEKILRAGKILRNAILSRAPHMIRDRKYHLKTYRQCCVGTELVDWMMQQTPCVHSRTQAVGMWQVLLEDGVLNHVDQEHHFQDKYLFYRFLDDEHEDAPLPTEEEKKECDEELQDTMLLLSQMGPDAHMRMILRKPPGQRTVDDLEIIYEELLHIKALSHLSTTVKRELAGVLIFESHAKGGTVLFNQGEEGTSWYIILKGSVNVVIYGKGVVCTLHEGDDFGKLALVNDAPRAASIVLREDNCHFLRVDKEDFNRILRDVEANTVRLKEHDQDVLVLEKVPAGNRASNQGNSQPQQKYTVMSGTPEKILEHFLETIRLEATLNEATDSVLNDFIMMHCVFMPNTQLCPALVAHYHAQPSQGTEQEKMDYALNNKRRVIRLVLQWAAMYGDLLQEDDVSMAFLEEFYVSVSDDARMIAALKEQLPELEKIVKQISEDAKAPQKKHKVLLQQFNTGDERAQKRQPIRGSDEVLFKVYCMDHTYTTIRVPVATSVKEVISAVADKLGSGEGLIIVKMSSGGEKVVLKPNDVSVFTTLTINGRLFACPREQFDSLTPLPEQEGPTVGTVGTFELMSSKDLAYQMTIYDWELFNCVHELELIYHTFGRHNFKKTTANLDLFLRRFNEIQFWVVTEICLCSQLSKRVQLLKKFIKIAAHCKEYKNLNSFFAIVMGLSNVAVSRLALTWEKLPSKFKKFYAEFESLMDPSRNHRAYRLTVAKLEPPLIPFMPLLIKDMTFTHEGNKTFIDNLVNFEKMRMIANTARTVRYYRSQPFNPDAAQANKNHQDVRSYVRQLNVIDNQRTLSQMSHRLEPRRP
A549 tox: kills or reduces viability of A549 cells in Nrf2 counter-screen | A549 ARE-Fluc cells, CellTiter-Fluor viability, 18-24 h | Potency, µM (titrated, usually from 46 µM), for inactives: top-dose activity change, negative = cytotoxicity, usual class: inhibitors | actives 0.16% (n = 390,000) | AID 504648; further: potency means the concentration at half of the fitted maximal effect; on the % scale 0 is the no-effect control and ±100 the full control effect
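A549 ARE_Fluc cells in 5% FBS OPTI-MEM were exposed to compounds in concentration-response for 18-24 h at 37 deg C. Viability was read by CellTiter-Fluor fluorescence (Ex 405/Em 525) after 30 min, before the luciferase read.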
Nrf2 activator: Nrf2 pathway activation; Potency, µM (titrated, usually from 46.1 µM), without a hit: at the highest dose activation, hits mostly activators; actives 0.31% (n = 410,000); AREc32 ARE-luciferase reporter (MCF7-derived line), luminescence, 24 h; AID 624171; further: potency means the concentration at half of the fitted maximal effect; % of control where 0% means no effect; nearly all actives have a fitted effect of over 65% in size
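Quantitative high-throughput format: AREc32 reporter cells, 1000 per well, received compound by pin transfer and were incubated 24 hr at 37 deg C, 5% CO2, before Steady-Glo luminescence detection.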
CCT modulator: changes cytosolic chaperonin activity | purified chaperonin ATPase assay, HTRF ADP detection, 30 min | activity change, % (concentration not given with the values), hits read low | actives 0.3% (n = 360,000) | AID 651819; in the data active means activity change below about -30%; further: on the % scale 0 is the no-effect control and ±100 the full control effect
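Nucleotide hydrolysis assay: TRiC at 20–40 nM final (set by batch activity) with 10 uM ATP, 30 min at 37 °C, in presence of 76 uM compound. Detection by competitive ADP HTRF, 30 min ambient.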
MmCpn inh: blocks the Methanococcus maripaludis chaperonin Mm-Cpn. purified Mm-Cpn ATPase, ADP Transcreener TR-FRET. AID 504842. Potency, µM (titrated, usually from 76.9 µM), without a hit: at the top dose activity, negative = inhibition, most hits filed as inhibitors. actives 0.031% (n = 330,000); further: potency means the concentration at half of the fitted maximal effect; on the % scale 0 is the no-effect control and ±100 the full control effect; nearly all actives have a fitted effect of over 80% in size
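Compound-treated chaperonin, 25 nM final, turns over 10 uM ATP at 37°C for 30 min following a 10 min preincubation; ADP generated competes with ADP-d2 for Eu-cryptate antibody, lowering FRET.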
EPAC2 agonist: agonists of human EPAC2 (RAPGEF4); Q8WZA2; EPAC2 activation, biochemical qHTS; response scale: 100% = 6.5 mM cAMP response; Potency, µM (highest dose often 154 µM), inactives show at the top dose activation, usual class: activators; actives 0.079% (n = 360,000); AID 720711; further: potency means the concentration at half of the fitted maximal effect; nearly all actives have a fitted effect of over 50% in size
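Compounds were titrated in qHTS against a Rap1B-BODIPY-GDP (250 nM) complex with EPAC2 (100 nM) and GDP (50 uM). BODIPY-GDP release tracked at 480/540 nm over 30 min at room temperature, normalized to 6.5 mM cAMP.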
Akt phos inh: Akt phosphorylation inhibition. actives 0.32% (n = 360,000). Neuro2A IGF-stimulated pAkt S473 HTRF, 20 min; hits give low values. activity change, % for hits at 50 µM; in the data active means activity change below about -80%; inconclusive means mostly about -51% to -80%; further: on the % scale 0 is the no-effect control and ±100 the full control effect
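Single-point screen (50 µM final compound) in Neuro2A cells stimulated 20 min with 6 nM IGF at 37 deg C. After lysis, Ser473-phosphorylated Akt read by HTRF (ex 330 nm, em 615/665 nm) as the 665/615 ratio.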
Nrf2 block: blocks Nrf2 signaling | A549 ARE-Fluc reporter, luciferase luminescence, 18-24 h | Potency, µM (titrated, usually from 46 µM), for the others: at the top dose activity change, negative = inhibition, most hits filed as inhibitors | actives 2.1% (n = 360,000) | AID 504444; further: potency means the concentration at half of the fitted maximal effect; on the % scale 0 is the no-effect control and ±100 the full control effect; nearly all actives have a fitted effect of over 60% in size
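A549 ARE_Fluc cells (5000/well, 5% FBS OPTI-MEM) pre-incubated 2 h, then treated with compounds 18-24 h at 37C/5% CO2 in concentration-response. CellTiter-Fluor viability read first; BugLite luciferase luminescence after 15 min at room temperature gives Nrf2 activity.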
An asterisk follows results filed as active; & = joins results of further samples; [ ] = dose if it differs, or a comment. Unless noted, the call rests on the fitted dose curve; in most records, active means well fitted curve in the direction sought with a large enough effect; inconclusive means small, poorly fitted or top-dose-only effect, or another doubt; inactive means no such curve, though single readings can be large; an effect the other way counts as inactive or inconclusive.

Screening Cc1ccc(Cl)cc1N1CCN(S(=O)(=O)c2ccc3oc(=O)c4ncn(C)c4c3c2)CC1 returned TGFb inhibitor -4.2%, A549 tox -1.3%, Nrf2 activator -0.1% and Nrf2 block 2.8%.
`CCOC(=O)Cn1c(=O)c(-c2ccccc2N)nc2ccccc21` gave TGFb inhibitor 0.1%, EPAC2 antag -2.7%, A549 tox -4.7%, Nrf2 activator 2.7%, CCT modulator -0.8, MmCpn inh 2.4%, EPAC2 agonist 2.9%, Akt phos inh inactive and Nrf2 block 0.0%.
Screening N#Cc1cnn(-c2nc(SCc3ccccc3)nc3sc4c(c23)CCCC4)c1N returned TGFb inhibitor -5.2%, EPAC2 antag -0.4%, A549 tox -0.1%, Nrf2 activator 0.0%, CCT modulator -2.6, MmCpn inh -2.9%, EPAC2 agonist 4.3%, Akt phos inh inactive and Nrf2 block -12.0%.
For O=C(COC(=O)c1ccc(Br)o1)NCc1ccc(Cl)cc1 the results were TGFb inhibitor -1.0%, EPAC2 antag 14.7%, A549 tox -2.2%, Nrf2 activator -0.2%, CCT modulator -3.0, MmCpn inh 1.2%, EPAC2 agonist -5.7%, Akt phos inh inactive and Nrf2 block inconclusive.
Screening CC(=O)N1CCN(CCS(=O)(=O)c2cc(Cl)ccc2Cl)CC1 returned TGFb inhibitor -9.2%, EPAC2 antag 10.5%, A549 tox -3.5%, Nrf2 activator inconclusive, CCT modulator -0.4, MmCpn inh -2.9%, EPAC2 agonist 4.0%, Akt phos inh inactive and Nrf2 block -18.8%.
Screening COc1ccc(C(O)c2nc(-c3ccccc3C)cs2)cc1 (centres undefined) returned TGFb inhibitor 3.4%, EPAC2 antag -19.8%, Nrf2 activator 3.8%, CCT modulator 0.1, EPAC2 agonist 22.9% and Akt phos inh inactive.
COc1ccc(C=O)c(-c2c(-c3ccccc3OC)sc3ccccc23)c1 was read as EPAC2 antag inconclusive, Nrf2 activator 4.6%, CCT modulator 0.4, EPAC2 agonist 2.6% and Akt phos inh inactive.
Screening Cc1cc(=O)[nH]c(NN=C2CCCCC2C)n1 (centres undefined) returned TGFb inhibitor 5.8%, EPAC2 antag 14.7%, A549 tox 4.7%, Nrf2 activator 0.7%, CCT modulator -0.5, EPAC2 agonist 6.3%, Akt phos inh inactive and Nrf2 block 3.1%.
O=c1c2ccccc2nnn1-c1ccc(Br)cc1 was read as TGFb inhibitor -20.9%, EPAC2 antag -4.4%, A549 tox 0.5%, Nrf2 activator 5.6%, CCT modulator -0.2, MmCpn inh 0.9%, EPAC2 agonist -2.5%, Akt phos inh inactive and Nrf2 block inconclusive.
`Cc1ccc2nc(Cl)c(CNCc3ccccc3)cc2c1` gave TGFb inhibitor -1.0%, EPAC2 antag 0.7%[57.1 µM], A549 tox -4.9%, Nrf2 activator 3.5%, CCT modulator -0.2, MmCpn inh 1.0%, EPAC2 agonist 14.9%, Akt phos inh inactive and Nrf2 block 0.1%.

Retrieved one by one from the list above, two records:
Screening CC(=O)N1CCN(CCS(=O)(=O)c2cc(Cl)ccc2Cl)CC1 returned TGFb inhibitor -9.2%, EPAC2 antag 10.5%, A549 tox -3.5%, Nrf2 activator inconclusive, CCT modulator -0.4, MmCpn inh -2.9%, EPAC2 agonist 4.0%, Akt phos inh inactive and Nrf2 block -18.8%.
Screening N#Cc1cnn(-c2nc(SCc3ccccc3)nc3sc4c(c23)CCCC4)c1N returned TGFb inhibitor -5.2%, EPAC2 antag -0.4%, A549 tox -0.1%, Nrf2 activator 0.0%, CCT modulator -2.6, MmCpn inh -2.9%, EPAC2 agonist 4.3%, Akt phos inh inactive and Nrf2 block -12.0%.

Following part.
C=C1CC[C@@H]2[C@](C)(CO)[C@H](O)CC[C@@]2(C)[C@@H]1/C=C/C1=CCOC1=O was read as TGFb inhibitor -30.0%&-23.0%, EPAC2 antag -12.6%, A549 tox 2.0%&0.0%, Nrf2 activator 2.7%, CCT modulator 1.0, MmCpn inh 0.9%, EPAC2 agonist -5.1%, Akt phos inh inactive and Nrf2 block inconclusive.
For CC(Sc1nnc(CN2CCCC2)n1Cc1ccccc1)C(=O)Nc1ccc(F)c(F)c1F (centres undefined) the results were TGFb inhibitor -16.7%, EPAC2 antag 3.5%, A549 tox -10.9%, Nrf2 activator 4.3%, CCT modulator -0.1, EPAC2 agonist 4.3%, Akt phos inh inactive and Nrf2 block 11.5%.
For COCCCNC(=O)c1ccc(CSc2nc3cccnc3n2Cc2ccc(OC)cc2)cc1 the results were TGFb inhibitor 0.0%, A549 tox -6.0%, Nrf2 activator 3.7% and Nrf2 block -6.7%.
For COc1cc(/C=N/OCC(=O)NC23CC4CC(CC(C4)C2)C3)ccc1OCc1ccccc1 the results were TGFb inhibitor 20µM*, EPAC2 antag -12.0%, A549 tox -10.5%, Nrf2 activator 3.5%, CCT modulator 0.5, MmCpn inh 1.8%, EPAC2 agonist 8.9%, Akt phos inh inactive and Nrf2 block inconclusive.
`O=C(CCS(=O)(=O)c1ccc(Br)s1)NCc1ccc2c(c1)OCO2` gave TGFb inhibitor 17.0%, EPAC2 antag 0.1%, A549 tox -1.6%, Nrf2 activator -0.1%, CCT modulator -3.2, MmCpn inh 2.6%, EPAC2 agonist 10.5%, Akt phos inh inactive and Nrf2 block 4.1%.
For Cc1cc(C)n(C(=O)CCN2C(=O)c3ccccc3C2=O)n1 the results were TGFb inhibitor 3.8%, EPAC2 antag 17.4%, A549 tox 0.4%, Nrf2 activator 0.3%, CCT modulator -0.6, MmCpn inh -12.8%, EPAC2 agonist 2.4%, Akt phos inh inactive and Nrf2 block 2.8%.
Screening CCOc1cccc2sc(N(CCN(CC)CC)C(=O)c3ccco3)nc12 returned TGFb inhibitor -9.3%, A549 tox 0.2%, Nrf2 activator 0.4% and Nrf2 block 19.9%.
CCOC(=O)c1c(C)oc2nc(C)nc(NCCCN3CCN(c4cc(C)ccc4C)CC3)c12 was read as TGFb inhibitor -18.0%, A549 tox 10.5%, Nrf2 activator 0.4% and Nrf2 block inconclusive.
For COc1c(O[C@@H]2O[C@H](CO)[C@@H](O)[C@H](O)[C@H]2O)cc2c(c1OC)-c1ccc(SC)c(=O)cc1C(NC(C)=O)CC2 (some centres undefined) the results were TGFb inhibitor -0.7%, EPAC2 antag -5.0%, A549 tox -20.0%, Nrf2 activator -0.3%, CCT modulator 0.5, MmCpn inh 1.4%, EPAC2 agonist -1.9%, Akt phos inh inactive and Nrf2 block 9.8%.
COCc1ccc(-c2c(-c3cc(OC)cc(OC)c3)oc(=O)c3cc(OC)c(OC)cc23)cc1 was read as TGFb inhibitor 4.0%, EPAC2 antag 1.3%, A549 tox 0.2%, Nrf2 activator 0.4%, CCT modulator 0.7, MmCpn inh -1.6%, EPAC2 agonist 7.0%, Akt phos inh inactive and Nrf2 block -28.4%.
Screening COc1ccnc(-n2cccc2C#N)c1C#N returned TGFb inhibitor 0.7%, EPAC2 antag 3.4%, A549 tox 8.8%, Nrf2 activator -0.4%, CCT modulator 0.0, MmCpn inh 1.4%, EPAC2 agonist 9.4%, Akt phos inh inactive and Nrf2 block 1.6%.
`Cc1ccc(NC(=O)c2oc3ccccc3c2C)nc1` gave TGFb inhibitor 17.3%, EPAC2 antag 0.8%, A549 tox 4.8%, Nrf2 activator 8.8%, CCT modulator 1.4, MmCpn inh 0.1%, EPAC2 agonist 0.7%, Akt phos inh inactive and Nrf2 block inconclusive.
Screening O=C(Nc1ccccn1)c1ccc(S(=O)(=O)N2CCCCC2)cc1 returned TGFb inhibitor inconclusive, EPAC2 antag 11.9%, A549 tox 3.3%, Nrf2 activator 15.5%, CCT modulator -0.7, MmCpn inh 1.0%, EPAC2 agonist 0.5%, Akt phos inh inactive and Nrf2 block inconclusive.
`O=C(Nc1c(-c2ccccc2)nc2ccccn12)c1ccccc1F` gave TGFb inhibitor 0.7%&0.1%, EPAC2 antag 7.8%, A549 tox -12.4%&-14.8%, Nrf2 activator -0.5%&0.4%, CCT modulator -6.3, MmCpn inh inconclusive, EPAC2 agonist 3.5%, Akt phos inh inactive and Nrf2 block inconclusive.
COC(=O)c1cc(Br)c(=O)n(CCN2CCOCC2)c1 was read as TGFb inhibitor -21.9%, EPAC2 antag 6.7%, A549 tox -2.7%, Nrf2 activator -0.5%, CCT modulator -0.9, MmCpn inh -0.1%, EPAC2 agonist -8.3%, Akt phos inh inactive and Nrf2 block 7.6%.
`COc1ccc(OC)c(/C=C2\SC(N3CCCCC3)=NC2=O)c1` gave TGFb inhibitor -14.3%, EPAC2 antag -5.0%, A549 tox 0.5%, Nrf2 activator 13.0%, CCT modulator 0.8, MmCpn inh -3.6%, EPAC2 agonist 1.1%, Akt phos inh inactive and Nrf2 block 18.9%.
For CC1CCc2noc(NC(=O)c3ccc([N+](=O)[O-])cc3)c2C1 (centres undefined) the results were TGFb inhibitor -1.5%, A549 tox 10.1%, Nrf2 activator 15.0% and Nrf2 block 28.9%.
Screening Cc1ccc2nc(SCC(=O)NC(=O)NCc3ccco3)[nH]c2c1 returned TGFb inhibitor -12.9%, EPAC2 antag -3.8%, A549 tox -6.2%, Nrf2 activator 7.4%, CCT modulator -0.7, MmCpn inh -1.0%, EPAC2 agonist 10.4%, Akt phos inh inactive and Nrf2 block 3.2%.
Screening O=C1CN(C(=O)COC(=O)CCc2ccccc2)c2ccccc2N1 returned TGFb inhibitor 9.1%, EPAC2 antag 2.9%, A549 tox -0.6%, Nrf2 activator 0.1%, CCT modulator 0.6, MmCpn inh -2.8%, EPAC2 agonist 7.9%, Akt phos inh inactive and Nrf2 block -0.2%.

These rows are one share of the data; rates above refer to the full screens.
